Source: PubChem BioAssay (several laboratories)
TLR9-MyD88 block – inhibitors of human TLR9-MyD88 binding; Q9NR96+Q99836; CHO BLA complementation TLR9-MyD88, CCF4 FRET ratio; inhibition, % at 4.98 µM; actives 0.21% (n = 340,000);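 active = inhibition above the mean over all tested compounds plus 3 SD, cut at about 21% in these data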;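 note: 0% = DMSO only wells and 100% = clavulanate BLA inhibitor control wells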
TWEAK Fn14 block – blocks TWEAK-Fn14 interaction in a reporter cell assay; inhibition, % at 10 µM; actives 2% (n = 360,000); TWEAK-stimulated Fn14 reporter cells, luciferase luminescence, 8 h; in the data active = inhibition above about 50%
SRC2 inh – inhibits human steroid receptor coactivator 2; Q15596; HEK293 GAL4-SRC2 luciferase reporter, luminescence; inhibition, % at 9 µM; actives 0.17% (n = 370,000);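 active = inhibition above the mean inhibition of all tested compounds plus 3 SD, set per campaign, cut at about 52% in these data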;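 note: 0% = DMSO treated cells and 100% = cells given Gossypol at 36 µM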
EBV LMP1 NFkB – inhibitors of Epstein-Barr LMP1-induced NF-kappaB reporter | LMP1-induced NF-kappaB luciferase reporter cells, luminescence | inhibition, % at 12.5 µM | actives 0.69% (n = 350,000) | AID 504558; in the data active = inhibition above about 41%;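 note: 0% = neutral control wells and 100% = reference inhibitor control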
LRH-1 inv ag – suppresses constitutive activity of human LRH-1. O00482. HEK293T StAR-luciferase reporter, LRH-1 transfected, 24 h. inhibition, % at 3.6 µM. actives 0.13% (n = 360,000). AID 602396;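 active = inhibition above the mean inhibition of all tested compounds plus 3 SD, cut at about 73% in these data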;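 note: 0% = DMSO wells and 100% = reporter-only cells lacking LRH-1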
SRC1 inh – inhibitors of human steroid receptor coactivator 1 (SRC1). Q15788. HEK293 GAL4-SRC1 luciferase reporter, luminescence. inhibition, % at 3.6 µM. actives 0.12% (n = 360,000). AID 588354;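 active = inhibition above the campaign mean plus 3 SD, with each screening campaign given its own cutoff, cut at about 60% in these data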;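 note: 0% = DMSO treated cells and 100% = gossypol at 36 µM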
NOD2-RIPK2 inh – blocks binding of human NOD2 to RIPK2; CHO BLA complementation NOD2-RIPK2, CCF4 ratio; actives 0.38% (n = 360,000); O43353; AID 624267; inhibition, % at 4.98 µM; in the data active = inhibition above about 21%;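 note: 0% = vehicle only and 100% = reference blocker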
C8 TRAIL sens – sensitizes caspase-8 expressing cells to TRAIL; AID 624354; NB7+C8 cells + TRAIL, ATPlite viability luminescence; actives 1% (n = 360,000); inhibition (viability loss, TRAIL sensitization), % at 10 µM;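 active = compounds causing at least 50% loss of cell viability in the single-dose screen, relative to plate controls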
TROY signal inh – TROY signaling inhibition. Q293 LMP1-TROYcd NF-kB luciferase reporter, 4 h. inhibition, % at 10 µM. actives 0.98% (n = 360,000);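 active = compounds whose plate-normalised and pattern-corrected inhibition of the luciferase reporter signal at the single screening dose is 50% or more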
NCOA3 inh – inhibits human SRC3 coactivator. HEK293 GAL4-SRC3 luciferase reporter, luminescence. inhibition, % at 3.6 µM. actives 0.17% (n = 360,000);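 active = inhibition above a per-campaign cutoff, the mean of all compounds plus 3 SD, cut at about 60% in these data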;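 note: 0% = DMSO-treated cells and 100% = gossypol-treated cells at 36 µM; higher means less SRC3-driven luciferase light from the GAL4 reporter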
Target sequence (Q9Y6Q9 whole entry, looked up, the tested form may be a part): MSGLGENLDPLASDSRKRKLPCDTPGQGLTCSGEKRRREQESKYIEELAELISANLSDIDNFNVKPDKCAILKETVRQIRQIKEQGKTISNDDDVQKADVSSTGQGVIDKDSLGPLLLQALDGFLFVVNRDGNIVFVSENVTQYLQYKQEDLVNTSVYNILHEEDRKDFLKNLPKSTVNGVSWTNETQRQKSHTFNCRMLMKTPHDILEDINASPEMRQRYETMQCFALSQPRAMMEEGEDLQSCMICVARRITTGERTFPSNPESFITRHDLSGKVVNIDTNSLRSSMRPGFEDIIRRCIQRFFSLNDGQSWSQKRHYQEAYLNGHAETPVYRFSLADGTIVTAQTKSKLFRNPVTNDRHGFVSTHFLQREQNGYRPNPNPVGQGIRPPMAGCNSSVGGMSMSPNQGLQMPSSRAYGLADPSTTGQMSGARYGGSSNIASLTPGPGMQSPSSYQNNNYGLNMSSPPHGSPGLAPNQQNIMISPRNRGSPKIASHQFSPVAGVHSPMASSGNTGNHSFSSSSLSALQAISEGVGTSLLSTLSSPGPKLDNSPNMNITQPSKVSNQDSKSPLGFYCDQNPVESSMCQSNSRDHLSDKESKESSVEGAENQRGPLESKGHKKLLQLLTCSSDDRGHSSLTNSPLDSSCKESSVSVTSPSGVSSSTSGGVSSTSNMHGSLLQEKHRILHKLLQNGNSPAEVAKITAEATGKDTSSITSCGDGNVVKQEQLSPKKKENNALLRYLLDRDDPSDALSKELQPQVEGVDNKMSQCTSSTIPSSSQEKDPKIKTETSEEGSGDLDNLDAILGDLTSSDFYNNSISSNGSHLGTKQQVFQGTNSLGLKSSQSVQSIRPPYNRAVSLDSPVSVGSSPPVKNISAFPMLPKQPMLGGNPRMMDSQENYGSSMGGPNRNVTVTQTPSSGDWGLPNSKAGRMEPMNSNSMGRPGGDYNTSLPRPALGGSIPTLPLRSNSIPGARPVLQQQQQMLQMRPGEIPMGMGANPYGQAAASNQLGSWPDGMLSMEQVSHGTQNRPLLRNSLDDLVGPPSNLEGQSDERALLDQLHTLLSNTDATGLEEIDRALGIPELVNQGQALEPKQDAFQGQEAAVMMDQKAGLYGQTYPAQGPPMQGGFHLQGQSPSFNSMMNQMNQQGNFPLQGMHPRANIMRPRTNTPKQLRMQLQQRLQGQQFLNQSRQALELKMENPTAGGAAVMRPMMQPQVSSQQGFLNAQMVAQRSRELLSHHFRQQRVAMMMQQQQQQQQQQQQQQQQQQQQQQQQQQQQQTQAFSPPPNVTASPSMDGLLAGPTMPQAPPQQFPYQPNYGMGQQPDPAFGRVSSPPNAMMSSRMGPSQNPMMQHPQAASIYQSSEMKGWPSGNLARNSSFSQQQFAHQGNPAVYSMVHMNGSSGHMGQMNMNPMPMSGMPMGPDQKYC
COUP-TFII inh – inhibitors of human COUP-TFII (NR2F2); AID 686940; HEK293T NGFI-A luciferase reporter, luminescence; P24468; inhibition, % at 8.6 µM; actives 0.7% (n = 370,000);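 active = inhibition above a per-plate cutoff, mean inhibition of test wells between control levels plus 3 SD, cut at about 38% in these data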;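 note: cells cotransfected with COUP-TFII expression vector driving the NGFI-A reporter; 0% = median of COUP-TF2 test wells and 100% = reporter-only cells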
The depositor's hits bear a star; · = no result given.

SMILES	TLR9-MyD88 block	TWEAK Fn14 block	SRC2 inh	EBV LMP1 NFkB	LRH-1 inv ag	SRC1 inh	NOD2-RIPK2 inh	C8 TRAIL sens	TROY signal inh	NCOA3 inh	COUP-TFII inh
CC(C)c1c(C(=O)N/N=C/c2ccco2)nnn1-c1nonc1N	3.7	-3.7	-17.9	-2.7	7.6	9.5	6.6	0.4	9.0	-8.0	-14.4
COC(=O)c1ccc(NC(=O)COC(=O)c2nc3nccc(C)n3n2)cc1	·	-0.8	7.0	-3.0	2.9	-17.5	4.5	11.0	-14.8	3.0	10.4
CC(=O)c1cccc(N(CC(=O)NC2CCCCC2)C(=O)c2csnn2)c1	-0.7	10.5	-33.6	-4.6	2.1	5.4	-11.4	-0.6	3.4	4.6	6.2
CN(Cc1ccc(Cl)cc1)C(=O)c1ccc(S(=O)(=O)NCc2ccco2)cc1	-7.9	0.5	5.6	2.9	5.9	1.3	-6.0	-5.5	2.0	9.0	4.1
COc1ccccc1C(=O)NCCc1nc2ccccc2[nH]1	-9.6	19.3	-7.3	4.8	-9.0	7.5	0.3	-12.7	9.5	16.3	-3.1
CN(CC1CCCN(CCc2cccc(C(F)(F)F)c2)C1)C(=O)c1cc2ccccc2o1 (stereo unspecified)	-12.4	-0.1	-13.4	7.8	-4.7	2.5	-7.1	13.7	5.5	11.4	14.5
CCc1ccc2nc(N(CCN(C)C)C(=O)c3ccc4ncsc4c3)sc2c1	-3.1	-22.3	-37.5	-10.2	-152.4	-91.4	-8.2	-0.5	-54.8	-73.5	-28.8
COc1ccc(/C(O)=C2/C(=O)C(=O)N(CCCN3CCOCC3)C2c2ccc(Cl)cc2)cc1 (stereo unspecified)	-9.2	8.5	7.3	0.1	-2.4	-17.9	-4.5	-8.1	-1.9	-26.4	-4.4
CCN(C(=O)CSc1ncccc1C(=O)O)C1CCCCC1	4.0	13.7	-18.0	-2.4	-18.4	16.1	-1.2	-4.2	15.4	-13.2	13.7
CN1CCN(CCNC(=O)Nc2ccc([N+](=O)[O-])cc2)CC1	-6.2	-16.9	19.1	-4.1	-3.0	0.0	-8.3	0.1	18.7	-3.2	-6.3
CC(=O)N1N=C(c2ccc(Br)cc2)CC1c1cn(C)c2ccccc12 (stereo unspecified)	3.7	3.0	-3.3	-1.2	-2.0	4.7	1.8	-8.1	5.1	-1.7	4.9
Cc1ccc(OCCSc2nc(NC(C)C)nc(NC(C)C)n2)cc1	1.3	20.7	12.3	-43.4	30.2	-0.8	9.3	13.1	3.1	7.7	27.1
CCCCn1nnnc1C(c1cc2ccccc2o1)N(C)Cc1ccc(Cl)cc1 (stereo unspecified)	·	7.6	-3.1	·	1.1	·	-12.2	-3.0	16.3	·	7.7
Oc1ccccc1N=Cc1c(O)ccc2ccccc12	11.8	26.3	-18.5	6.0	21.6	-5.5	5.6	6.0	8.9	-9.2	8.9
O=C(CSc1nnc(COc2ccc(Br)cc2)o1)N1CCOCC1	2.7	3.1	-32.0	-5.0	10.5	18.3	-12.9	3.1	-3.4	13.6	29.1

In another format: two of the compounds above.
smiles | TLR9-MyD88 block | TWEAK Fn14 block | SRC2 inh | EBV LMP1 NFkB | LRH-1 inv ag | SRC1 inh | NOD2-RIPK2 inh | C8 TRAIL sens | TROY signal inh | NCOA3 inh | COUP-TFII inh
Oc1ccccc1N=Cc1c(O)ccc2ccccc12 | 11.8 | 26.3 | -18.5 | 6.0 | 21.6 | -5.5 | 5.6 | 6.0 | 8.9 | -9.2 | 8.9
CCc1ccc2nc(N(CCN(C)C)C(=O)c3ccc4ncsc4c3)sc2c1 | -3.1 | -22.3 | -37.5 | -10.2 | -152.4 | -91.4 | -8.2 | -0.5 | -54.8 | -73.5 | -28.8

New compounds follow:
SMILES	TLR9-MyD88 block	TWEAK Fn14 block	SRC2 inh	EBV LMP1 NFkB	LRH-1 inv ag	SRC1 inh	NOD2-RIPK2 inh	C8 TRAIL sens	TROY signal inh	NCOA3 inh	COUP-TFII inh
COc1ccc(-c2nc3ccccc3c(=O)n2CCOc2ccc(C)cc2C)cc1	-3.3	1.1	-10.6	-4.5	1.3	-0.9	-0.6	0.6	-53.1	18.5	4.0
COc1ccccc1-c1cc2nc(NCCOc3ccccc3)ccn2n1	·	8.4	-10.6	·	20.2	-0.9	8.4	5.0	1.4	-13.4	13.8
CN(CC(=O)Nc1ccccc1Cl)CC(=O)c1c(N)n(Cc2ccccc2)c(=O)n(C)c1=O	-8.3	-11.3	7.6	9.2	6.5	-2.2	-6.8	-4.3	-6.8	-16.5	-21.4
Nc1nc(-c2ccc3c(c2)NC(=O)CO3)cs1	-6.3	-12.4	13.1	-2.3	-11.9	-15.2	-1.6	3.8	9.5	-4.8	-10.7
CC(Sc1nnc(Cc2cccs2)n1C1CCCCC1)C(N)=O (stereo unspecified)	4.2	1.0	-42.6	2.3	12.2	1.0	5.1	-24.3	-0.2	26.5	-13.8
O=C(Cc1c(F)c(F)c(F)c(F)c1F)Nc1nc(-c2ccccc2)cs1	-4.3	-27.7	-48.2	-7.3	5.8	9.8	-0.9	8.6	42.7	3.8	-4.4
CCc1ccc(N2CC(C(=O)N/N=C/c3ccccc3OC)CC2=O)cc1 (stereo unspecified)	-3.9	8.3	7.5	-6.7	9.9	-13.3	2.9	20.1	4.4	10.3	13.6
Cc1ccc(NC(=O)CC2S/C(=N/N=C/c3c[nH]c4ccccc34)NC2=O)cc1 (stereo unspecified)	-6.7	1.9	-21.3	-8.9	3.9	-9.9	-4.9	-3.7	4.1	-1.1	-19.3
Cc1cc(C(=O)Nc2ccccc2C(=O)N2CCCCC2)ccc1[N+](=O)[O-]	9.7	-12.2	-28.5	4.5	-7.0	8.8	-10.0	5.5	10.7	4.7	-4.1
CC1Cc2ccccc2N1c1ncnc(N)c1[N+](=O)[O-] (stereo unspecified)	10.7	93.4*	72.5*	75.8*	41.3	65.8*	-1.5	12.3	68.0*	64.4*	47.3*
CCCCCn1c(CN2CCN(Cc3ccccc3)CC2)nc2c1c(=O)[nH]c(=O)n2C	-4.3	5.5	14.8	-10.3	-12.3	-4.3	3.2	4.9	17.9	14.5	4.2
Clc1cccc2sc(-c3nnc(-c4ccccc4)o3)c(Cl)c12	3.9	-37.0	4.4	-39.4	4.1	-5.3	5.9	13.8	-38.6	-31.3	-0.5
CCOC(=O)c1ccc(S(=O)(=O)N2CCN(C(=O)c3cccc(S(=O)(=O)N4CC(C)OC(C)C4)c3)CC2)cc1 (stereo unspecified)	4.9	-4.7	0.4	0.4	6.6	-29.7	6.5	1.1	-4.6	5.9	9.8
Cc1ccc(S(=O)(=O)Nc2ccc(S(=O)(=O)N3CCOCC3)cc2)cc1	-12.4	-7.2	0.1	3.8	24.1	0.2	1.3	13.7	-15.6	11.8	13.0
Cc1ccc2nc(SCCC#N)nc(C)c2c1	6.5	-6.9	-44.3	-9.9	3.7	-15.9	-7.7	7.0	0.7	-12.3	-7.3
CCC(C)(C(=O)NC1CCCCC1)N(C(=O)CC1NC(=O)NC1=O)c1c(C)n(C)n(-c2ccccc2)c1=O (stereo unspecified)	8.5	-8.6	-13.1	-5.8	5.7	7.7	-3.9	7.9	-7.1	18.3	-16.9
CCOc1ccc(-c2nn(-c3ccccc3)cc2/C=C2\SC(=S)N(C3CCS(=O)(=O)C3)C2=O)cc1 (stereo unspecified)	-4.0	0.7	-5.4	14.1	-0.3	-11.9	3.5	11.5	-0.5	6.1	1.5
Cn1c(SCc2nc3ccccc3s2)nnc1-c1cccs1	-1.1	-1.2	-27.1	-19.4	-57.3	-24.3	-4.9	24.5	-6.8	-24.9	-34.9
Brc1ccc(OCc2nc(-c3ccccn3)n[nH]2)cc1	3.5	3.5	-1.8	-4.3	7.0	-18.8	-6.5	16.8	-24.3	8.4	-14.1
COc1ccc(C(=O)NCCSCc2ccc(C)cc2)cc1	-0.9	-0.9	1.3	-1.6	-6.1	-9.4	10.1	-17.4	0.8	16.2	-13.5
CSc1ncccc1C(=O)OCC(=O)NCc1ccc2c(c1)OCO2	-5.4	-8.0	-30.1	9.6	9.4	6.2	3.7	-0.4	-21.4	3.3	8.0
COc1ccccc1N(C(=O)c1snc(C(N)=O)c1N)C(C(=O)NCCC(C)C)c1ccco1 (stereo unspecified)	1.7	-2.7	-26.6	1.8	-9.7	-44.0	14.2	-8.9	2.5	9.3	14.5
O=C(CSc1ncnc2c1nnn2Cc1ccccc1)NC1CCCCC1	7.0	35.1	8.4	2.2	2.6	-6.9	9.6	6.9	32.4	3.4	-6.5
O=C(O)c1ccc2c(=O)n3c(nc2c1)/C(=C/c1ccc(Cl)c([N+](=O)[O-])c1)CC3	4.7	10.6	-8.8	-4.0	4.4	3.6	-7.9	-4.1	-0.9	-7.6	-6.6
OCCNc1ncnc2c1ncn2[C@H]1CN(Cc2ccncc2)C[C@@H](CO)O1	·	-12.2	18.2	·	-1.9	-3.1	-12.1	-11.0	-10.4	5.2	9.1
COc1ccc(CCNC(=O)c2ccc(CSc3ccccc3)o2)cc1	-11.0	-15.2	8.2	-0.2	16.3	9.6	2.6	6.8	4.5	4.4	-2.0
O=C1CCc2ccccc2N1	-2.4	9.9	-13.0	-7.9	16.9	1.7	6.0	-0.4	-0.9	6.1	2.5
COc1ccc(S(=O)(=O)N2CCN(C)CC2)cc1NC(=O)c1ccccc1	2.0	12.1	18.2	-1.2	10.2	3.9	-22.0	-9.2	-3.5	-2.6	12.6
CCN(CC(=O)Nc1ccccc1OC)C(=O)CN1C(=O)NC(C)(c2ccccc2)C1=O (stereo unspecified)	-14.4	-9.1	-32.4	1.4	17.1	-18.9	-7.8	-10.0	-5.8	-11.9	3.1
CCN(CC)S(=O)(=O)c1ccc2oc(C(=O)NC(C)C)c(C)c2c1	11.7	6.4	-7.8	-12.0	24.3	-3.5	-7.0	47.8	-3.4	1.0	-6.2
CN(C)c1ccncc1C(=O)Nc1ccc(F)cc1F	-3.9	-18.0	16.2	0.6	11.5	27.6	4.7	-13.4	-13.3	21.1	-18.6
CSc1nc2nccc(/C=C\c3ccccc3)n2n1	-7.6	25.7	32.3	30.1	24.4	-1.2	-4.2	-6.0	8.0	16.6	-19.3
Cc1ccc(-n2ncc3c2CCCC3NC(=O)CCN2CCCC2=O)cc1C (stereo unspecified)	-8.1	1.9	-16.3	-7.1	5.3	3.3	-8.1	-0.5	-23.8	16.7	0.0
COc1cccc(OCc2ccc(C(=O)NCC3CCCO3)cc2)c1 (stereo unspecified)	-10.5	62.8*	-17.8	7.6	-30.4	-9.6	-1.0	6.7	52.5*	-0.6	3.0
CC(C)NC(=O)COc1nncc2ccccc12	12.1	-0.2	4.4	-6.8	21.8	-12.6	0.3	-5.1	-6.5	3.5	13.4
O=C(CN1CCOCC1)N/N=C/c1ccc(-c2ccc(C(=O)O)cc2)o1	-3.0	2.8	10.4	3.3	-8.9	-10.1	3.9	10.5	1.8	16.1	8.0
Cc1ccc(C(=O)Nc2cc3c(cc2N2CCCCC2)n(C)c(=O)n3C)cc1	10.9	-1.1	·	-10.0	-15.0	-4.3	-5.1	10.8	-33.2	22.3	·
COc1ccc(-n2c(SCC#N)nc3c(sc(=S)n3-c3ccccc3)c2=O)c(OC)c1	-3.4	9.4	-7.1	-0.8	-10.4	18.9	-6.3	2.9	6.3	10.9	15.2

Not all compounds are listed; rates above refer to the full screens.
